Assay outcomes from PubChem.
S3 lipid droplet – qHTS Assay for Lipid Storage Modulators in Drosophila S3 Cells; lipid storage change, negative = inhibition, % at the top dose, mostly 46.1 µM; hits show Potency in µM; Drosophila S3 cells, BODIPY lipid droplet fluorescence, 18-24 h; cells fed with added oleic acid; 320,000 compounds, 0.64% hits; active = well fitted inhibition curve with a large enough effect in the signal ratio, with a control signal flat, not every such curve was filed as active; inconclusive = small, poorly fitted or top-dose-only effect, or effect the other way, or a change in a side signal; the % refers to the signal ratio
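Drosophila S3 cells got compounds at several concentrations plus oleic acid (400 uM solution). Laser-scanning cytometry with 488 nm excitation read lipid droplets at 500-530 nm and cells at 575-640 nm. Percent activity was relative to 20 uM Triacsin C.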
S3 lipid droplet cell count max – recorded beside S3 lipid droplet, whose call it bears; cell number change, %; measured here: cell count max response;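 cells counted by Cell Tracker Red CMTPX staining in the red channel; peak over a dose series mostly up to 46.1 µM; percent activity relative to internal control wells on each plate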
Numbers without * were called inactive; i = inactive; ? = inconclusive; nt = no result given; [ ] = dose if it differs, or a comment. % is scaled to controls: 0 for no effect and ±100 for the full control effect; potency is read from the fitted curve at half-maximal effect.

Value order – S3 lipid droplet | S3 lipid droplet cell count max
> CC(/C=C/c1ccccc1)NC(N)=O (stereo unspecified)
→ ? | nt
> CC(C)CCNC(=O)CN1N=C(c2ccc(Cl)cc2)CCC1=O
→ 17% | -4
> COc1ccc(Nc2nc3c(C)cccn3c(=O)c2C=O)cc1
→ ? | nt
> N#CCCn1cc(CNCc2ccccc2)c(-c2cccc([N+](=O)[O-])c2)n1
→ ? | nt
> Cc1ccc(C(=O)Nc2c(C)cc(C)c3cccnc23)cc1
→ ? | nt
> COc1ccccc1NC(=O)c1ccc(CS(=O)(=O)c2ccc(C)cc2)cc1
→ ? | nt
> Cc1c(C(=O)Nc2ccc(F)cc2)oc2ccc(S(=O)(=O)N3CCCC3)cc12
→ ? | nt
> CN1CCCC(OC(=O)c2ccc(Cl)cc2)C1 (stereo unspecified)
→ 9% | 14
> CC(c1ccon1)N(C)C(=O)c1ccc2nc(Cc3cccc(Cl)c3)oc2c1 (stereo unspecified)
→ 13% | -4
> CC(C)(C)NC(=O)N1CCCN(c2ccc(C(F)(F)F)cn2)CC1
→ 0% | -6
> O=C(COC(=O)C1(c2cccc(F)c2)CCCC1)NCc1ccc2c(c1)OCO2
→ ? | nt
> O=C(Oc1ccc(OC(=O)N2CCCCC2)cc1)c1ccccc1
→ ? | nt
> CC(Cc1cccs1)NC(=O)c1cccc(Cl)c1 (stereo unspecified)
→ 18% | -1
> C[n+]1ccc(C(=O)N/N=C/c2ccco2)cc1
→ 0% | 15
> CC(=O)c1ccc(N(C(=O)c2csnn2)C(C(=O)NC2CCCC2)c2ccccc2)cc1 (stereo unspecified)
→ ? | nt
> COc1ccc(Cl)cc1N(CC(=O)N1CCCCC1)S(C)(=O)=O
→ 17% | 9
> COc1cccc(C2/C(=C(/O)c3ccc4c(c3)CC(C)O4)C(=O)C(=O)N2CC2CCCO2)c1 (stereo unspecified)
→ i | 14
> CCN(CC)c1ccc(/C=C(/C#N)c2nc3ccccc3[nH]2)c(OC(C)C)c1
→ 3.7µM* | nt
> COc1ccccc1/C=C/CN1CCCC(CCC(=O)NCc2ccc(F)c(F)c2)C1 (stereo unspecified)
→ ? | nt
> CCOC(=O)C1(Cc2cccc(Cl)c2)CCCN(C(=O)C2CC2)C1 (stereo unspecified)
→ -5% | 0
> COc1cc(OC)cc(C(=O)NCC(=O)N2CC=C(c3ccccc3)CC2)c1
→ ? | nt
> COCc1cc(S(=O)c2ccc(Cl)cc2)nc(C)n1 (stereo unspecified)
→ ? | nt
> C=CCNC(=O)COc1ccc(S(=O)(=O)N2CCCC2)cc1
→ -9% | -9
> COc1ccc([C@H]2[C@H](C(=O)C(C)(C)C)N3N=Cc4ccccc4C3[C@]23N=C(c2ccccc2)OC3=O)cc1OC (stereo partly specified)
→ ? | nt
> CCN(CC)c1ccc(NC(=O)COc2ccccc2C#N)cc1S(=O)(=O)Nc1ccccc1OC
→ ? | nt
> CC(=O)Nc1ccc(NC(=O)CNS(=O)(=O)c2ccc(C)cc2)cc1
→ i | -17
> O=C(CC1C(=O)NCCN1Cc1ccc(F)cc1)NC1CCCCCCC1 (stereo unspecified)
→ ? | nt
> O=C(Nc1cccnc1Cl)c1cc(-c2ccc(O)cc2)on1
→ i | 18
> CN(C)CCCN(C(=O)c1ccc(C(=O)c2ccccc2)cc1)c1nc2cc3c(cc2s1)OCCO3
→ ? | nt
> CC(C)CC(=O)NC(=S)Nc1ccc(S(=O)(=O)Nc2nccs2)cc1
→ ? | nt
> O=C(OCC(=O)c1ccc(Cl)s1)c1ccc(CO)cc1
→ ? | nt
> COc1cccc(-c2cc(C(=O)N3CCN(C(=O)c4ccco4)CC3)[nH]n2)c1
→ ? | nt
> COc1ccc(OCc2nnc(SCC(=O)N3CCOCC3)o2)cc1
→ ? | nt
> O=C(c1ccccc1F)N1CCN(c2ccccc2)CC1
→ 3% | 21
> CCN(CC(=O)Nc1ccccc1C(F)(F)F)C(=O)CN1C(=O)NC2(CCCCC2)C1=O
→ 9% | 6
> CCOc1ccc(S(=O)(=O)NCCC(=O)N(CC)CC(=O)Nc2c(F)cccc2F)cc1
→ 15% | nt
> Cc1ccc(NC(=O)CN2C(=O)NC(C)(C3CC3)C2=O)c(C)c1 (stereo unspecified)
→ ? | nt
> O=C(Cc1nc2ccccc2[nH]1)c1cccc([N+](=O)[O-])c1
→ ? | nt
> CCOC(=O)c1[nH]c2ccccc2c1NC(=O)C(C)(C)C
→ 4%[9.22 µM] | nt
> CC(C)N(C(=O)Cn1cc(SCC(N)=O)c2ccccc21)C(C)C
→ -1% | 2
> Cn1c(-c2cccc([N+](=O)[O-])c2)cnc1NCc1ccc(C#N)cc1
→ ? | nt
> COc1ccc(S(=O)(=O)N2CCNC(=O)C2)cc1Br
→ ? | nt
> COc1cccc(N2CC(C(=O)Nc3nnc(SCC(=O)N4CCOCC4)s3)CC2=O)c1 (stereo unspecified)
→ 10% | 16
> O=C(CSc1ccc(S(=O)(=O)N2CCOCC2)cn1)Nc1ccc(OC(F)F)cc1
→ ? | nt
> CC(=O)OCC(OC(C)=O)C(OC(C)=O)C(OC(C)=O)C(=O)Nc1ccccc1 (stereo unspecified)
→ -3% | 13
> NC(=O)[C@@H]1CCCN1C(=O)[C@@H](Cc1cnc[nH]1)NC(=O)[C@@H]1CCC(=O)N1
→ 7% | -13
> Cc1cccc(N(Cc2ccccc2)C(=O)c2ccc(S(C)(=O)=O)cc2)c1
→ i | -13
> CC1(C)CC(=O)/C(=C(\O)c2ccccc2)C(=NCCO)C1
→ -21% | 10
> CN(Cc1ccc(F)cc1)C(=O)c1sccc1-c1ccccc1
→ i | -6
> CCOc1ccc2oc(C(=O)N3CCN(Cc4ccccc4)CC3)c(C)c2c1
→ ? | nt
> O=C(c1ccccc1F)N1CCN(c2ccccn2)CC1
→ ? | nt
> CC(=O)Cc1nsc(NC(=O)c2ccc(-c3ccc(Cl)c(Cl)c3)o2)n1
→ ? | nt
> Cc1ncoc1C(=O)NC1CC(C)(C)Cc2c1cnn2-c1ccccc1 (stereo unspecified)
→ i | -1
> C/C=C/c1ccc(OCCCCOc2ccc(OC)cc2)c(OC)c1
→ ? | nt
> S=C(NCc1cccs1)Nc1cccc(Cl)c1Cl
→ 16% | 11
> CCOC(=O)[C@H](CCc1ccccc1)N[C@@H](C)C(=O)N1C(C(=O)O)C[C@@H]2CCC[C@@H]21 (stereo partly specified)
→ ? | nt
> Cc1ccc(Nc2nc(N)nc(COC(=O)c3ccc(Br)o3)n2)cc1
→ ? | nt
> O=C(CCC(=O)N1CCOc2ccccc21)Nc1ccccc1Br
→ ? | nt
> CCOC(=O)C1CCCN(C(=S)Nc2cccc(Cl)c2)C1 (stereo unspecified)
→ 5% | -12
> CCN(c1ccccc1)S(=O)(=O)c1cc(C(=O)O)ccc1C
→ 14% | -3

Profiles, looked up by structure.
Entry for `CC(=O)OCC(OC(C)=O)C(OC(C)=O)C(OC(C)=O)C(=O)Nc1ccccc1` (stereo unspecified) = S3 lipid droplet = -3%; S3 lipid droplet cell count max = 13
Entry for `Cc1ccc(Nc2nc(N)nc(COC(=O)c3ccc(Br)o3)n2)cc1` = S3 lipid droplet = ?; S3 lipid droplet cell count max = nt

Further structures:
Value order – S3 lipid droplet | S3 lipid droplet cell count max
> O=C(COC(=O)c1cc(Br)ccc1Cl)NC1CCCC1
→ ? | nt
> CCOc1ccccc1NC(=O)/C(C#N)=C/c1c(C)nn(-c2ccc(F)cc2)c1Cl
→ ? | nt
> COc1ccc(C2(C)NC(=O)N(CC(=O)Nc3ccc4c(c3)OCO4)C2=O)cc1OC (stereo unspecified)
→ 21% | 10
> O=C(c1ccc(S(=O)(=O)N2CCCCCC2)cc1)N(c1ccccn1)C1CCCCC1
→ ? | nt
> COc1cc2c(cc1NC(=O)CCC(=O)O)oc1ccccc12
→ ? | nt
> COc1cc2c(cc1NC(=O)Cc1ccc(C)cc1)oc1ccccc12
→ ? | nt
> CCNC(=O)CCn1nc(-c2ccc(Cl)cc2)c2ccccc2c1=O
→ -10% | -8
> C=C1C(C(=O)Nc2ccc(OCC)cc2)C1C(=O)Nc1ccc(OCC)cc1 (stereo unspecified)
→ ? | nt
> O=C(CC1C(=O)NCCN1C/C=C/c1ccccc1)NCCc1ccncc1 (stereo unspecified)
→ ? | nt
> Cc1nnc(SCCn2c(Br)nc3c2c(=O)[nH]c(=O)n3C)s1
→ ? | nt
> c1ccc(-c2nnc3sc(-c4cc5ccccc5o4)nn23)cc1
→ i | nt
> CC1CC1C(=O)N(C)CC(=O)Nc1cccc(F)c1 (stereo unspecified)
→ -5%[0.0737 µM] | -4
> CC(C)C(=O)NC(CC(=O)O)c1ccccc1 (stereo unspecified)
→ ? | nt
> O=C(NCc1ccccn1)C1CCN(S(=O)(=O)c2cnc[nH]2)CC1
→ -1% | -2
> COc1ccc(N(C)S(=O)(=O)c2cccc(C(=O)NC3CCCCC3C)c2)cc1 (stereo unspecified)
→ ? | nt
> CC(C)CCNC(=O)C1(O)c2ccccc2NC(=O)N1c1ccc(Cl)cc1 (stereo unspecified)
→ 6% | 6
> O=C(CN(C(=O)CCC(=O)Nc1nccs1)c1ccc(F)cc1)NCc1ccc2c(c1)OCO2
→ ? | nt
> COc1ccc(/C=N/n2cncn2)cc1Cn1cc([N+](=O)[O-])cn1
→ 0% | 19
> O=C(O)C1SCCN1S(=O)(=O)c1ccc(N=NN2CCOCC2)cc1 (stereo unspecified)
→ ? | nt
> Cc1ccc(NS(=O)(=O)c2ccc3c(c2)oc(=O)n3C)c(C)c1
→ ? | nt

Five records drawn at random from the list so far, as already listed:
Value order – S3 lipid droplet | S3 lipid droplet cell count max
> CC1CC1C(=O)N(C)CC(=O)Nc1cccc(F)c1 (stereo unspecified)
→ -5%[0.0737 µM] | -4
> O=C(CC1C(=O)NCCN1C/C=C/c1ccccc1)NCCc1ccncc1 (stereo unspecified)
→ ? | nt
> O=C(CN(C(=O)CCC(=O)Nc1nccs1)c1ccc(F)cc1)NCc1ccc2c(c1)OCO2
→ ? | nt
> Cc1nnc(SCCn2c(Br)nc3c2c(=O)[nH]c(=O)n3C)s1
→ ? | nt
> COc1cc2c(cc1NC(=O)CCC(=O)O)oc1ccccc12
→ ? | nt

The listing continues.
Value order – S3 lipid droplet | S3 lipid droplet cell count max
> O=c1cc(C(F)(F)F)nc(-c2cccnc2)[nH]1
→ ? | nt
> O=C(Nc1ccc2c(c1)OCCO2)C1CCCN1S(=O)(=O)c1ccc(Cl)cc1 (stereo unspecified)
→ ? | nt
> COc1ccc(OC)c(S(=O)(=O)Nc2ccc(Oc3ccccc3)cc2)c1
→ ? | nt
> NS(=O)(=O)c1ccc(NC(=O)C(=O)NCCC(=O)O)cc1
→ 9% | 7
> Cc1ccc(C(=O)O/N=C2/CC3CCC2(C)[C@@]3(C)CBr)cc1 (stereo partly specified)
→ ? | nt
> COc1cc2cc(CN(CCN3CCCC3)C(=O)Nc3ccc(F)cc3)c(=O)[nH]c2cc1OC
→ 28% | 0
> CCOC(=O)c1c(C)[nH]c(C(=O)COC(=O)CNS(=O)(=O)c2ccc(C)cc2)c1C
→ ? | nt
> CSCC[C@H](NC(=O)[C@@H]1Cc2ccccc2CN1)C(=O)Nc1cccc(C)c1
→ i | nt
> COc1ccc(O)c(/C=C(\C#N)C(=O)Nc2ccccn2)c1
→ ? | nt
> CCN(CC)S(=O)(=O)c1ccc(N2CCOCC2)c(NC(=O)CCC2CCCCC2)c1
→ -21% | -8
> CO/N=C/c1ccc(OC)c(Oc2nc(OC)cc(OC)n2)c1
→ ? | nt
> COc1cc(C2C(C#N)=C(N)OC3=C2C(=O)CCC3)cc(OC)c1OC(=O)N1CCOCC1 (stereo unspecified)
→ ? | nt
> CCc1cc2c3c(c1)C1(C(=O)N3C(C)(C)CC2C)C(C#N)=C(N)N2C(=C1C#N)Nc1ccccc12 (stereo unspecified)
→ -6% | -11
> Cc1ccccc1S(=O)(=O)NC1OC(=O)C(Oc2ccccc2)=C1Br (stereo unspecified)
→ 14% | 0
> O=C(NC1CCCCC1)C(c1ccccc1)N(Cc1ccco1)C(=O)c1csnn1 (stereo unspecified)
→ ? | nt
> O=C(NNC(=O)c1ccccc1[N+](=O)[O-])Nc1ccccc1C(F)(F)F
→ ? | nt
> CC(=O)[C@@]1(O)CC[C@H]2[C@@H]3CCC4=CC(=O)CC[C@]4(C)[C@H]3CC[C@@]21C
→ -2% | -2
> CCN(C(=O)COC(=O)c1[nH]c(C)c(C(C)=O)c1C)C1CCS(=O)(=O)C1 (stereo unspecified)
→ ? | nt
> O=C1NC(=Nc2ccccc2Cl)S/C1=C\c1ccc(C(=O)O)cc1
→ 7% | 12
> CN(C)/C=C/C(=O)c1ccc(Br)s1
→ ? | nt
> COc1ccc(CN(CC(=O)NCC2CCCO2)C(=O)CCC(=O)Nc2nccs2)cc1 (stereo unspecified)
→ ? | nt
> CCCCNc1nc2sc3c(c2c(=O)n1-c1cccc(Cl)c1)CCN(C)C3
→ 10% | 10
> COc1ccc(C(=O)CSc2nnc(CCc3ccccc3)n2-c2ccccc2)cc1
→ i | -15
> O=C(CCn1c(=S)oc2ccccc21)N1CCN(c2ccc(F)cc2)CC1
→ ? | nt
> CCC(=O)Nc1ccc(Br)c(Cl)c1
→ i | nt
> CC(C)OCC(O)CN1CCNCC1 (stereo unspecified)
→ -1% | -12
> Cc1ccc2cc(C#N)c(NCCNC(=S)NCCCN(C)C)nc2c1C
→ ? | nt
> COc1ccc2nc(/C(C#N)=C\c3ccc(Oc4ccc([N+](=O)[O-])cn4)cc3)[nH]c2c1
→ ? | nt

Not all compounds are listed (hit frequency here may not be typical).
